# NALP1 yeast inh = blocks the NALP1 inflammasome reconstituted in yeast | 0.61% of 280,000 active | S. cerevisiae NALP1/ASC/caspase-1 growth, X-gal OD620, 72 h | inhibition, % at 10 µM; in the data active = inhibition mostly above about 24%, no sharp cut-off; inactive = mostly below about 32%; note: some compounds called inactive have numbers as strong as hits
# M18AAP inhibitor = PfM18AAP enzyme inhibition. recombinant PfM18AAP, H-Glu-NHMec fluorogenic cleavage. inhibition, % at 7.35 µM. 1.2% of 290,000 active. AID 1822;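 active = inhibition above the campaign mean inhibition over all tested compounds plus 3 SD, cut at about 28% in these data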;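 note: 0% = plate median of test compound wells and 100% = 2 mM ZnCl2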
# IDE cell activ = boosts human insulin-degrading enzyme activity in HEK cells; AID 493087; FAbeta-B cleavage, fluorescence polarization; 0% vehicle, 100% cell-free pure enzyme wells; 0.073% of 340,000 active; activation, % at 5.96 µM;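 active = activation above the mean of all tested compounds plus 3 SD, set per screening campaign, cut at about 17% in these data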
# PHOSPHO1 block = PHOSPHO1 (human) inhibition | Q8TCT1 | recombinant PHOSPHO1, absorbance phosphatase assay | inhibition, % at 13.3 µM | 1.1% of 290,000 active; in the data active = inhibition above about 60%
# Target sequence (Q8TCT1 whole entry, looked up): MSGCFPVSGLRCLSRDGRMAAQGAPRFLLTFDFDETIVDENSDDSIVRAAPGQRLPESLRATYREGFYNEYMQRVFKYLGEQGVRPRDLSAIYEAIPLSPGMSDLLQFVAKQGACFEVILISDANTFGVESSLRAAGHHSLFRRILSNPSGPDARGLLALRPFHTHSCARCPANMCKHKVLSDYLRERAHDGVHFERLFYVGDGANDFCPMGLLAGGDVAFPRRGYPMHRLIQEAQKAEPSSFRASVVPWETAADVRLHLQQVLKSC
# VIM-2 inhibitor = inhibitors of Pseudomonas aeruginosa VIM-2 metallo-beta-lactamase; purified VIM-2, nitrocefin hydrolysis, epi-absorbance fluorescence; inhibition, % at 5.6 µM; 0.89% of 290,000 active; AID 1527;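 active = inhibition above the mean of all tested compounds plus 3 SD, cutoff set per screening run, cut at about 7.5% in these data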;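 note: red hydrolysis product quenches plate fluorescence so inhibitors raise well fluorescence; 0% = enzyme with DMSO and 100% = DMSO without enzyme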
# GPR7 antag = blocks human GPR7 receptor signaling. inhibition, % at 4.4 µM. AID 1861. P48145. GPR7-expressing cells, fluorescence antagonist assay. 1.1% of 290,000 active; in the data active = inhibition above about 16%, passing the limit was not always enough;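 note: cells stimulated with the agonist NPW; 0% = agonist with vehicle and 100% = vehicle without agonist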
# Target sequence (P48145 whole entry, looked up): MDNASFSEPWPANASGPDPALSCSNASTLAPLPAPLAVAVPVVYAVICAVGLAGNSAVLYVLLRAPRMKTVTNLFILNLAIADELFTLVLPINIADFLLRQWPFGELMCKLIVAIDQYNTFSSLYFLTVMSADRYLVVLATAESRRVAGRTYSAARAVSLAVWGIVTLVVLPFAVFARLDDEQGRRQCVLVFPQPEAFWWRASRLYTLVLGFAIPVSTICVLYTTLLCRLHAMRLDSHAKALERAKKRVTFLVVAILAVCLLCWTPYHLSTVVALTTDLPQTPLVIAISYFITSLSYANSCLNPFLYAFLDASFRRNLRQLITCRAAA
# IDE cell inh = cellular human IDE inhibition | P14735 | HEK cells, FAbetaB cleavage, fluorescence polarization | inhibition, % at 5.59 µM | 0.41% of 320,000 active | AID 434962;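 active = percent inhibition above the average of all tested compounds plus 3 SD, set per screening campaign, cut at about 16% in these data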;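 note: IDE supplied by intact live HEK cells; FP after avidin binding of uncleaved biotin substrate so inhibition keeps polarization high; 0% = DMSO wells and 100% = 60 µM reference IDE inhibitor Ii1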
# IMP-1 inh = blocks Pseudomonas aeruginosa IMP-1 metallo-beta-lactamase; purified IMP-1, nitrocefin hydrolysis, epi-absorbance fluorescence; 0.45% of 290,000 active; inhibition, % at 5.6 µM; AID 1556;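 active = inhibition above the mean plus 3 SD of all compounds in the same screening run, cut at about 4.5% in these data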;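 note: 0% = IMP-1 with DMSO and 100% = DMSO wells lacking enzyme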
#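 System: purified IMP-1; amount: IMP-1 0.2 nM before substrate addition; compound: single dose, 5.6 µM; times: 25 °C, 15 min preincubation, 25 min reaction; signal: Epi-absorbance via hydrolysed-nitrocefin quenching of white-plate fluorescence, 480/530 nm, EDTA stop; benchmarks: DMSO with and without IMP-1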
# pCIP destab = lowers stability of the mouse p/CIP coactivator protein | Q05BA5 | F442A p/CIP-EGFP cells, EGFP fluorescence, 16 h | decrease of EGFP signal, % at 10 µM | 0.01% of 290,000 active;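 active = EGFP signal decrease of at least 30% at 10 µM or well 3 SD below plate mean, unless failing retest; inactive = the rest, including hits failing retest or dose response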; note: some compounds called inactive have numbers as strong as hits; many of its hits are not listed in these tables
# * marks the source's active call; other numbers are inactive results; / = not tested or not shown.
NALP1 yeast inh	VIM-2 inhibitor	PHOSPHO1 block	pCIP destab	IDE cell inh	IDE cell activ	IMP-1 inh	M18AAP inhibitor	molecule	GPR7 antag
4	-1.7	38	-6	3	6	-1.3	2	O=C(NCCc1ccc(C(F)(F)F)cc1)C1CCC(=O)N(CCc2cccc(F)c2)C1 (configuration not stated)	14
22	1.1	24	-4	-5	1	-1.9	3	CCN(CC)S(=O)(=O)c1cccc(NC(=O)COc2ncnc3sccc23)c1	-15
17	-2.5	-3	-4	7	3	-2.8	-1	COc1ccc(CNC(=O)c2ccccc2C(=O)O)cc1	-9
15	1.5	28	-12	-5	-2	-4.5	-5	Cc1ccc(C(CC(=O)O)NC(=O)CN2C(=O)c3ccccc3C2=O)cc1 (configuration not stated)	-3
9	-0.7	-3	-4	0	7	-3.2	2	COc1ccc(C(=O)NC(C(=O)NCc2ccccn2)C(C)C)cc1 (configuration not stated)	-2
7	-2.7	-3	-5	6	2	-2.3	-7	O=C(COc1ccc(Cl)cc1)N(Cc1ccccc1)c1ccccn1	-8
-2	-0.3	25	2	-1	-3	-1.2	8	CCCCCCSc1nc(O)c(C2OC(=O)c3c2ccc(OC)c3OC)c(=O)n1-c1ccccc1 (configuration not stated)	-3
6	-1.4	28	-14	1	-3	-1.9	-12	Cc1nnc(SCC(=O)Nc2c(C)n(C)n(-c3ccccc3)c2=O)n1Cc1ccccc1	3
2	-1.2	50	2	6	7	-1.5	-5	OCC1(Cc2ccc(Cl)cc2)CCN(Cc2ccccc2F)CC1	-6
13	-4.7	17	-11	4	10	2.4	2	O=C(COc1ccc2ccccc2c1)NNC(=O)Nc1ccccc1F	-5
11	-1.1	23	-21	-4	/	-1.7	-12	Cn1c(=NC(=O)COc2ccccc2)sc2cc(F)cc(F)c21	-20
18	-2.5	-30	7	-2	-2	-2.2	-4	Cc1cnc(C(=O)OCC(=O)N(Cc2ccccc2)C(C)C)cn1	0
-20	-2.2	48	-7	10	-3	-2.4	49*	COc1cccc2cc(C(=O)Nc3ccccc3C)/c(=N/O)oc12	3
23	1.9	15	-2	4	9	-1.6	2	O=C(CCC(=O)Nc1cccc([N+](=O)[O-])c1)NCc1ccccc1	-1
0	-4.0	-5	-5	8	-3	-2.6	1	CCN1C(=O)C(CC(=O)Nc2ccc(F)cc2)N(CCCN2CCN(c3ccc(F)cc3)CC2)C1=S (configuration not stated)	33*
8	-2.2	7	1	5	3	0.1	-3	Cc1ccc2c(c1)N(CC(=O)NC1CCCCC1)C(=O)c1cccnc1O2	-1
-11	-6.0	54	-6	3	-5	-3.9	-1	CCc1cccc(NC(=O)CCNS(=O)(=O)c2ccc3c(c2)oc(=O)n3C)c1	7
17	1.8	5	-16	5	0	-1.5	-22	COCCN=C1Sc2nc3c(C)cccc3cc2CN1Cc1ccco1	6
13	-2.0	17	2	/	2	-2.6	-2	COc1ccc(CCN2CC(C(=O)N(C)Cc3c(C)n[nH]c3C)CCC2=O)cc1 (configuration not stated)	-4
18	-1.0	/	-6	-2	3	-0.9	-10	CCOc1ccc(CN2CCCC(N3CCN(c4ccc(OC)cc4)CC3)C2)cc1 (configuration not stated)	-19
-13	-1.9	5	-5	5	-2	-2.5	0	Cc1cc(-c2ccco2)n(CC(=O)NCc2ccco2)n1	-8
15	-0.1	3	-11	1	1	0.7	3	Cc1ccc(N2CC(C(=O)Nc3ccccn3)CC2=O)cc1 (configuration not stated)	-16
0	-1.6	-12	-10	11	3	0.3	-10	COc1ccc(-c2nc3ccncc3[nH]2)cc1OC	8
-9	-2.5	10	11	6	1	-4.7	8	COc1ccc(NC(=O)/C(=C\c2ccco2)NC(=O)c2ccco2)cc1	-2
12	-2.1	-8	15	0	4	-2.8	0	CCCN(CCC)CCCNC(=O)C1c2cc(OC)c(OC)cc2C(=O)N(C)C1c1cccnc1 (configuration not stated)	-16
9	-1.6	-3	-12	-1	6	-3.2	-3	CC1Cc2ccccc2N1C(=O)c1ccnc(C(C)(C)C)c1 (configuration not stated)	-1
2	1.0	/	-34	/	2	-0.9	-15	O=C(O)C(Oc1ccc2cc(-c3ccc(Cl)cc3)c(=O)oc2c1)c1ccccc1 (configuration not stated)	-11
1	-3.3	32	-2	2	1	-0.7	2	CC1CCCC(C)N1CCCNC(=O)c1ccc2c(c1)NC(=O)c1ccccc1S2 (configuration not stated)	9
13	0.2	9	4	2	-4	-2.4	-12	CCC(C)NC(=O)C1CN(S(=O)(=O)c2ccccc2)CCN1S(=O)(=O)c1ccccc1 (configuration not stated)	-4
7	0.0	-26	-6	2	0	-1.9	2	C=CCN1C(=O)C2(OCCCO2)c2c(C)ccc(C)c21	13
33	-8.2	14	9	0	-3	-1.1	-5	O=C(Nc1cccc(Cl)c1)c1csc(-c2ccccc2)n1	7
21	0.7	-17	-13	5	2	-1.9	0	Cc1c(C(=O)N2CCC(C)CC2)sc2ncnc(N(C)c3ccccc3)c12	4
11	-1.4	5	8	13	-11	-1.3	5	COc1c(C)cccc1C(=O)Nc1ccc(N2CCN(C(=O)c3ccccc3C)CC2)cc1	16
-7	-2.8	35	-25	5	1	-3.2	-4	CCOc1ccc(/C=N/NC(=O)CN2CCCCC2)cc1OCC	-8
28	-4.5	22	-11	8	7	-3.8	0	Cc1ccccc1-c1n[nH]c(=S)n1/N=C/c1c(C)nn(-c2ccccc2)c1C	-4
-14	27*	38	10	7	-8	-0.5	27	S=c1[nH]nc(-c2ccc3ncccc3c2)n1-c1ccc2c(c1)OCCO2	-15
15	0.7	-122	-5	-3	4	-1.0	-9	CC(Sc1nnc(C(C)N(C)C)n1-c1ccc(Cl)cc1)C(=O)Nc1ccc2c(c1)OCO2 (configuration not stated)	8
9	1.6	-6	-16	3	3	-4.0	4	NS(=O)(=O)c1ccc(CCNC(=O)CSc2cccs2)cc1	-3
24	-5.1	12	-2	1	2	-3.9	4	COc1ccc(C(=O)NN(C)c2nc(-c3ccccc3)cc(C)c2S(C)(=O)=O)cc1	-10
17	-3.2	11	1	2	6	-2.6	-3	COc1ccc(C(C)=O)cc1COC(=O)Cn1cnc2ccccc2c1=O	-1
6	-5.4	35	-5	-1	-3	-2.5	-2	CCn1nc(NC(=O)c2cccs2)c2cc3ccccc3nc21	-3
-3	6.0	37	-8	8	-1	-1.5	4	COc1ccc(-n2nc(N)c3c(=O)oc(N(C)C)nc32)cc1	-8
-32	-2.0	51	4	-1	1	-2.7	0	Cn1c(CNC(=O)c2ccccc2F)nnc1SCCOc1ccccc1	-4
20	0.0	10	4	-2	1	2.0	10	C[C@H](O)c1[nH]c2cc(F)ccc2c1[C@H](C)O	4
0	-3.7	8	-2	5	1	-3.1	-1	Cc1ccc(S(=O)(=O)CCc2nc3ccccc3s2)cc1	-17
-8	-4.8	30	-7	1	4	-4.6	5	COc1ccc(CN2C(=O)CN=C2Nc2ccc(C)cc2C)cc1	-9
4	-1.8	12	-11	1	-2	-2.4	-1	CCOC(=O)Nc1nnc(-c2cccc(OC)c2)s1	11
7	-2.2	15	2	/	4	-2.5	-2	O=[N+]([O-])c1ccc2c(c1)ncn2CCc1ccccc1	15
3	-3.1	52	-6	-2	3	-3.6	-3	CN(C)c1oc(COc2ccccc2F)nc1C#N	-9
18	-1.8	-1	-2	3	1	0.5	-7	O=C1CN(C(=O)COC(=O)/C=C/c2ccc(OC(F)F)cc2)c2ccccc2N1	6
-27	1.3	1	-7	0	3	-1.3	-6	Cc1ccc(C)c(NC2=NCC(=O)N2C2CCCCC2)c1	-2
14	-2.9	-5	10	-5	4	-3.3	-7	O=C(NC(c1ccc(Cl)cc1)c1cc(Cl)c2cccnc2c1O)c1cccnc1 (configuration not stated)	-1
4	-1.6	54	-5	-1	7	-2.5	-9	CCOc1ccccc1NC=C1C(=O)OC(C)(C)OC1=O	7
21	0.3	-24	-1	3	3	3.2	-1	O=C(NC1CC1)c1cccc(Nc2ccc(-c3ccc4c(c3)OCCO4)nn2)c1	1
11	-3.9	7	0	6	1	-4.2	-2	COCCCN1CC(=O)N2C(c3cccc(OC)c3)c3[nH]c4ccccc4c3C[C@H]2C1=O (some centres not stated)	5
13	-2.1	20	-1	2	6	-1.0	3	CCOC(=O)C1(Cc2ccccc2C(F)(F)F)CCN(Cc2ccc(COC)o2)CC1	-10

# Further compounds
NALP1 yeast inh	VIM-2 inhibitor	PHOSPHO1 block	pCIP destab	IDE cell inh	IDE cell activ	IMP-1 inh	M18AAP inhibitor	molecule	GPR7 antag
-6	-2.1	22	2	0	6	-3.2	5	COc1cccc(-n2c(=S)sc3c(=O)n(-c4ccccc4C)c(SCC(=O)O)nc32)c1	-15
6	-0.6	26	-7	3	-3	-2.9	2	COc1ccc(C(C(=O)NC2CCCC2)N(C(=O)c2csnn2)C2CC2)cc1 (configuration not stated)	-17
24	-2.6	-9	-6	4	-4	-2.3	-2	COc1ccc(-c2cc3ccccc3n2CC(O)CN2CCOCC2)cc1 (configuration not stated)	-5
-13	-2.4	17	-7	1	5	-3.2	-2	COc1ccccc1NC(=O)CSc1ncc(CO)n1Cc1ccc(F)cc1	-8
36*	-1.5	-74	11	0	/	-0.9	12	Cc1sc2nc(CSc3nc4ccccc4s3)[nH]c(=O)c2c1C	-13
25	6.1	44	-11	2	8	0.0	2	CCC(C)NC(=O)C1CCN(C(=O)COc2ccc3c4c(c(=O)oc3c2C)CCCC4)CC1 (configuration not stated)	2
10	-3.6	28	-7	7	5	-0.5	1	CCc1ccc(NC(=O)COc2ccc(Br)cn2)cc1	-1
0	-2.1	-1	-8	-7	0	-2.5	-7	CC1CCCN(C(=O)C(C)Sc2nc(-c3ccccc3)cc(C(F)(F)F)n2)C1 (configuration not stated)	-4
3	-2.0	-6	7	-3	7	-1.6	1	CCC(O)CNC(=O)NC(=C(Cl)Cl)c1ccc(C)c(F)c1 (configuration not stated)	-6
-8	-3.1	30	-26	1	7	-1.7	-1	Cc1cc2cc(CCNC(=O)CCCc3ccccc3)c(=O)[nH]c2cc1C	-4
2	-1.6	39	-8	-3	-1	-2.2	3	Cn1cccc1C(=S)N=P(C1CCCCC1)(N1CCOCC1)N1CCOCC1	-4
3	0.4	10	-3	-4	-2	-1.8	8	CCCCNC(=O)C1(NC(=O)Nc2ccccc2)CCCCC1	-20
-4	13*	-17	0	2	2	-0.5	18	Oc1ccc(Oc2ccc3c(C(F)(F)F)cc(C(F)(F)F)nc3n2)cc1	10
-14	-0.1	7	-7	7	-1	-0.2	-10	COc1cc(C(=O)Nc2ccc(NC(=O)c3ccco3)nc2)cc(OC)c1OC	-4
-17	-1.8	-18	-1	-2	-1	-4.2	19	CCc1ccc2c(c1)c1nnc(NN)nc1n2CC	-8
30	-1.8	18	-4	2	6	-3.9	-7	Cc1ccccc1Oc1ccc(S(=O)(=O)NCCC(=O)O)cc1	-14
-6	-0.3	-6	-11	8	7	-4.7	-5	O=C(NCCN1CCCC1=O)Nc1ccccc1	-20

# Record cards (already shown):
# Entry for `CCc1ccc2c(c1)c1nnc(NN)nc1n2CC` = NALP1 yeast inh = -17; VIM-2 inhibitor = -1.8; PHOSPHO1 block = -18; pCIP destab = -1; IDE cell inh = -2; IDE cell activ = -1; IMP-1 inh = -4.2; M18AAP inhibitor = 19; GPR7 antag = -8
# Entry for `O=C(NCCN1CCCC1=O)Nc1ccccc1` = NALP1 yeast inh = -6; VIM-2 inhibitor = -0.3; PHOSPHO1 block = -6; pCIP destab = -11; IDE cell inh = 8; IDE cell activ = 7; IMP-1 inh = -4.7; M18AAP inhibitor = -5; GPR7 antag = -20

# Screens deposited in PubChem by several laboratories.
